From PubChem
mlh1 rad18: NCI yeast anticancer drug screen, S. cerevisiae mlh1 rad18 strain; growth inhibition, % at 50 µM; actives 11% (n = 79,000); AID 175;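 also: 0% = growth of vehicle-only cultures of the same strain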
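Read-out is yeast growth inhibition, calculated against vehicle-only controls. The compound was applied to a strain engineered with DNA damage repair alterations.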
yeast cln2 rad14: NCI yeast anticancer drug screen, S. cerevisiae cln2 rad14 strain; growth inhibition, % at 50 µM; actives 8.3% (n = 78,000); AID 165;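 also: 0% = growth of vehicle-only cultures of the same strain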
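Compounds are applied to the cln2 rad14 yeast strain, and growth is then compared with that of vehicle-treated cultures to give inhibition.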
bub3: NCI yeast anticancer drug screen, S. cerevisiae bub3 mutant strain. growth inhibition, % at 50 µM. actives 9.9% (n = 78,000);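 also: 0% = growth of vehicle-only cultures of the same strain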
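Yeast carrying a defined mutation is treated with each compound, and growth is compared with that of vehicle-exposed cells to give inhibition.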
mec2-1: NCI yeast anticancer drug screen, S. cerevisiae mec2-1 strain; % growth inhibition at 50 µM; actives 9% (n = 79,000); AID 157;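 also: 0% = growth of vehicle-only cultures of the same strain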
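Using mec2-1 yeast: add compound, measure growth, express inhibition versus vehicle-treated cultures.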
sgs1 mgt1: NCI yeast anticancer drug screen, S. cerevisiae sgs1 mgt1 strain | actives 10% (n = 78,000) | growth inhibition, % at 50 µM;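 also: 0% = growth of vehicle-only cultures of the same strain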
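Compounds are added to genetically altered yeast, and growth is compared with cultures given vehicle alone to give percent inhibition.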
rad50: NCI yeast anticancer drug screen, S. cerevisiae rad50 strain; % growth inhibition at 50 µM; actives 10% (n = 79,000);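 also: 0% = growth of vehicle-only cultures of the same strain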
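DNA repair mutant yeast, compound exposure, growth read-out; inhibition is taken relative to vehicle.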
* hit, by the source's call; & = joins results of further samples. Rule as the data show it: active = growth inhibition above about 70%; inactive = the rest.

Assay codes: A = mlh1 rad18; B = yeast cln2 rad14; C = bub3; D = mec2-1; E = sgs1 mgt1; F = rad50
CCN(CC)CCn1cnc2ccccc2c1=O
  A = 28 | B = -35 | C = -1 | D = 2 | E = -3 | F = 4
ClC(Cl)(Cl)C1OCOC(C(Cl)(Cl)Cl)OCO1 (centres undefined)
  A = -2 | B = -19 | C = -3 | D = -3 | E = 20 | F = -1
CN1C/C(=C/c2cccc([N+](=O)[O-])c2)C(=O)/C(=C\c2cccc([N+](=O)[O-])c2)C1
  A = -3 | B = -4 | C = 6 | D = -2 | E = 7 | F = -6
CCN1CC(C(=O)NC(C)C(=O)O)Cc2ccccc21 (centres undefined)
  A = -8 | B = -31 | C = 1 | D = -1 | E = 9 | F = 7
COc1ccccc1C(CC(=O)c1ccccc1)Sc1ccccc1N (centres undefined)
  A = 12 | B = 4 | C = 26 | D = 34 | E = 39 | F = 27
C/C(N=NC(=S)N(C)C)=C1\C=CC=CN1O
  A = 39 | B = 56 | C = 23 | D = 12 | E = 8 | F = 0
Nc1cccc(C(=O)O)c1C(=O)O
  A = 21 | B = -2 | C = -4 | D = 16 | E = 25 | F = 20
C[N+](C)(CCCn1ccnc1[N+](=O)[O-])CCCn1ccnc1[N+](=O)[O-]
  A = 5 | B = 4 | C = -15 | D = -6 | E = 15 | F = -15
N#Cc1nn(CCCl)c(=O)c2ccccc12
  A = 15 | B = 12 | C = 12 | D = 18 | E = 10 | F = 29
C1=C[C@@H]2c3ccc4cnccc4c3NC[C@@H]2C1
  A = 54 | B = 46 | C = 55 | D = 45 | E = 60 | F = 66
O=CC(O)C(O)C(O)C(O)COC(=O)NCCCCC(=O)C(F)(F)C(F)(F)C(F)(F)C(F)(F)C(F)(F)C(F)(F)C(F)(F)F (centres undefined)
  A = -46 | B = -8 | C = -38 | D = -43 | E = -28 | F = -40
COc1cc(NCC(C)(O)CN2CCC(C)CC2C)c2ncccc2c1 (centres undefined)
  A = 84* | B = 79* | C = 81* | D = 50 | E = 77* | F = 83*
O=C(/C(=N\Nc1ccc([N+](=O)[O-])cc1[N+](=O)[O-])c1ccccc1)c1ccccc1
  A = -1 | B = -21 | C = 3 | D = -12 | E = -2 | F = -12
CCCCCCCCCCCCCCCC1=NN(c2ccccc2)C(=O)C1N=Nc1ccccc1 (centres undefined)
  A = 2 | B = -10 | C = -3 | D = -9 | E = -1 | F = 8
O=[N+]([O-])c1ccc(CCn2cnc3c(Cl)ncnc32)c([N+](=O)[O-])c1
  A = -6 | B = -40 | C = -9 | D = -8 | E = 4 | F = 0
C=CS(=O)(=O)c1ccc(NC(=O)Nc2ccc(Cl)cc2)cc1
  A = 6 | B = 13 | C = 1 | D = 2 | E = -9 | F = -1
N=C(N)c1ccc(OCCCCCOc2ccc(C(=N)N)cc2)cc1
  A = -19 | B = 9 | C = -12 | D = -21 | E = -8 | F = -19
O=C1CN(c2ccc(Cl)cc2)C(=O)CN1/N=C/c1ccco1
  A = 7 | B = 8 | C = 9 | D = -14 | E = 6 | F = -3
CCOc1ccc(C(C)c2cc3c(cc2OCC)OCO3)cc1 (centres undefined)
  A = -53 | B = -6 | C = 27 | D = 2 | E = -10 | F = -8
C=C(C(C)C)C1CC1
  A = -12 | B = 4 | C = -3 | D = -18 | E = -4 | F = 0
N#CC1=C(N)OC(c2ccccc2)=C(C#N)C1c1ccccc1[N+](=O)[O-] (centres undefined)
  A = 23 | B = 73* | C = 39 | D = 38 | E = 23 | F = -8
CC(=O)NC(c1ccc(Cl)cc1)(c1ccc(Cl)cc1)C(Cl)(Cl)Cl
  A = -3 | B = 8 | C = 10 | D = -35 | E = -7 | F = -19
COc1cc([C@@H]2c3cc4c(cc3[C@](C)(O)[C@H]3COC(=O)[C@H]23)OCO4)cc(OC)c1OC
  A = 11 | B = 23 | C = 19 | D = 10 | E = 14 | F = 20
BrC1Cc2ccccc2C(Br)Cc2ccccc21 (centres undefined)
  A = -10 | B = -48 | C = 4 | D = -5 | E = -1 | F = -8
C/C(=N\O)C(=O)c1cccc([N+](=O)[O-])c1
  A = 27 | B = 3 | C = -7 | D = 8 | E = 15 | F = 12

Full records, quoted from the list.
CC(=O)NC(c1ccc(Cl)cc1)(c1ccc(Cl)cc1)C(Cl)(Cl)Cl as listed: mlh1 rad18: -3; yeast cln2 rad14: 8; bub3: 10; mec2-1: -35; sgs1 mgt1: -7; rad50: -19
O=C1CN(c2ccc(Cl)cc2)C(=O)CN1/N=C/c1ccco1 as listed: mlh1 rad18: 7; yeast cln2 rad14: 8; bub3: 9; mec2-1: -14; sgs1 mgt1: 6; rad50: -3

3 of the compounds above, as tab-separated lines:
compound	mlh1 rad18	yeast cln2 rad14	bub3	mec2-1	sgs1 mgt1	rad50
C[N+](C)(CCCn1ccnc1[N+](=O)[O-])CCCn1ccnc1[N+](=O)[O-]	5	4	-15	-6	15	-15
N#Cc1nn(CCCl)c(=O)c2ccccc12	15	12	12	18	10	29
C1=C[C@@H]2c3ccc4cnccc4c3NC[C@@H]2C1	54	46	55	45	60	66

The listing picks up with the two entries that preceded the break.
Assay codes: A = mlh1 rad18; B = yeast cln2 rad14; C = bub3; D = mec2-1; E = sgs1 mgt1; F = rad50
BrC1Cc2ccccc2C(Br)Cc2ccccc21 (centres undefined)
  A = -10 | B = -48 | C = 4 | D = -5 | E = -1 | F = -8
C/C(=N\O)C(=O)c1cccc([N+](=O)[O-])c1
  A = 27 | B = 3 | C = -7 | D = 8 | E = 15 | F = 12
CC(C)C1CCC2(C)OC2C1=O (centres undefined)
  A = -1 | B = -16 | C = 7 | D = -11 | E = -33 | F = 1
CNC(=O)OCc1c(COC(=O)NC)c(C)n(-c2ccc(Br)cc2)c1C
  A = 87* | B = 30 | C = 85* | D = 13 | E = 78* | F = 30
O=C(Nc1ccccc1)OCC1CCCCO1 (centres undefined)
  A = -19 | B = -14 | C = -18 | D = -36 | E = -12 | F = -12
Cc1nc(-n2nc(-c3ccccc3)cc2-c2ccccc2)sc1C(/C=C/c1ccc([N+](=O)[O-])cc1)=N/NC(N)=S
  A = 34 | B = -18 | C = 44 | D = 7 | E = 13 | F = 19
C(CCC1CO1)CC1CO1 (centres undefined)
  A = -23 | B = -27 | C = -5 | D = -21 | E = -32 | F = 3
Cn1c(C2CCc3cc(O)ccc3C2)cccc1=O (centres undefined)
  A = -4 | B = -20 | C = 15 | D = 13 | E = -4 | F = -27
CCCNc1nc(C)nc2[nH]cc(C)c12
  A = -8 | B = -31 | C = -8 | D = -5 | E = -3 | F = 7
Clc1ccc(Cc2nc3ccccc3[nH]2)cc1
  A = -16 | B = -2 | C = -4 | D = 6 | E = 21 | F = 34
CCCCCCCCC(Br)C(Br)CCCCCCCC(=O)N(CCCC)CCCC (centres undefined)
  A = 8 | B = -5 | C = 14 | D = 11 | E = 2 | F = 37
CC(=O)OCC1OC(OC(C)=O)C(OC(C)=O)C(OC(C)=O)C1OC(C)=O (centres undefined)
  A = 9&-26 | B = 12&-31 | C = 5&-14 | D = 10&0 | E = 21&-18 | F = 33&-1
CN1CCN(CCn2c3c4ccccc4ccc3c3oc(=O)c4ccccc4c32)CC1
  A = 91* | B = 90* | C = 92* | D = 90* | E = 91* | F = 38
S=C1Cc2c(-c3ccccc3)cc(-c3cccc(Cl)c3)nc2-c2ccccc2N1
  A = 25 | B = 22 | C = 6 | D = 3 | E = 9 | F = 27
CC1(C)C2CC(O)C1CCC2=O (centres undefined)
  A = -36 | B = 6 | C = -21 | D = -16 | E = -34 | F = -4
CC(=O)Cc1ccco1
  A = -11 | B = 22 | C = -2 | D = -3 | E = -9 | F = 14
Cc1cc(-c2cc(C)c(N)cc2S(=O)(=O)O)c(S(=O)(=O)O)cc1N
  A = 1 | B = -3 | C = 6 | D = -23 | E = -1 | F = -12
CCc1cc(C)cc(OC(=O)Nc2cc(Cl)ccc2C)c1
  A = -16 | B = -3 | C = 10 | D = 20 | E = 8 | F = 0
O=C(O)c1ccc2c(c1C(=O)O)C(=O)OC2(c1ccc(O)cc1)c1ccc(O)cc1
  A = 5 | B = -22 | C = -11 | D = 12 | E = -22 | F = -15
COc1cc2nncc(Sc3cnnc4ccccc34)c2cc1OC
  A = 36 | B = 13 | C = 36 | D = 30 | E = 19 | F = 19
COC(=O)C(NC(=O)c1ccccc1)C(c1ccc(Cl)cc1)P(=O)(OC)OC (centres undefined)
  A = -18 | B = 22 | C = -8 | D = -1 | E = 12 | F = -20
CC12CCC(C(Br)(Br)C1=O)C2(C)C (centres undefined)
  A = 89* | B = 30 | C = 87* | D = 59 | E = 72* | F = 41
CCCOC(=O)OCCC
  A = -11 | B = 3 | C = -32 | D = -37 | E = -5 | F = -10
CCCCCC(=O)OC1CCCC1
  A = 28 | B = -13 | C = 0 | D = 8 | E = -1 | F = 19
O=[N+]([O-])c1ccc(-n2nnc(C3=NCCCN3)c2-c2ccc(Cl)cc2)cc1
  A = -20 | B = 9 | C = 6 | D = -8 | E = -6 | F = -11
CCc1ccc(/C(C#N)=C/c2ccc(N(C)CCC#N)cc2)cc1
  A = -24 | B = 5 | C = 17 | D = 3 | E = 19 | F = 11
Nc1c(F)cc(N=Nc2ccccc2)cc1F
  A = 15 | B = -30 | C = -10 | D = -11 | E = 21 | F = 10
CCc1cc2c(c3c1CCC3=O)CC1(Cc3ccc(C)cc3C1)C2 (centres undefined)
  A = -45 | B = -22 | C = -22 | D = -54 | E = -32 | F = -47
NC(=O)N/N=C/c1ccccc1N
  A = -3 | B = -22 | C = -9 | D = -7 | E = 1 | F = 6
Cc1ccc(S(=O)(=O)N(C)c2ccc(Cl)cc2C2=NCCc3ccccc32)cc1
  A = 90* | B = 90* | C = 92* | D = 92* | E = 93* | F = 89*
CSCSCC(CO)NC(=O)/C=C\c1ccccc1 (centres undefined)
  A = 4 | B = -22 | C = 4 | D = -4 | E = 7 | F = -1
CCOC(=O)C1=C(O)C(=O)c2ccoc2C1=O
  A = -32 | B = -7 | C = -32 | D = -35 | E = -58 | F = -53
CCN(CC)Cc1ncccc1O
  A = 16 | B = -2 | C = -6 | D = -16 | E = -22 | F = 8
COC(=O)c1nnn(-c2ccc(Cl)cc2Cl)c1C(=O)c1ccc(Cl)c(Cl)c1
  A = 99* | B = 92* | C = 96* | D = 96* | E = 99* | F = 98*
Cc1nc2[nH]c(=S)[nH]c(=O)c2[nH]1
  A = -13 | B = -9 | C = 10 | D = 1 | E = 2 | F = 9
[O-]c1nc(C(F)(F)F)nc(C(F)(F)F)c1-[n+]1ccccc1
  A = 9 | B = 4 | C = -9 | D = -1 | E = 0 | F = 17
COc1ccc(CCNC(=O)Nc2ccc(C(C)(C)C)cc2)cc1OC
  A = -15 | B = -6 | C = -22 | D = -30 | E = 4 | F = -12
Cn1c(=O)c2c(nc(CN=C=S)n2Cc2ccccc2)n(C)c1=O
  A = 32 | B = 8 | C = 14 | D = -9 | E = 10 | F = 8
Cc1nc(=O)c2ccccc2n1C1=CCN(Cc2ccccc2)CC1
  A = 5 | B = 13 | C = 6 | D = 4 | E = 5 | F = 6
CC(C)(C)C1CC/C(=N\Nc2ccc([N+](=O)[O-])cc2[N+](=O)[O-])C(Cc2ccccc2)C1 (centres undefined)
  A = 0 | B = -27 | C = 17 | D = 21 | E = 20 | F = 12
Cc1ccc(C(=O)C(CCC#N)(CCC#N)CCC#N)cc1
  A = 4 | B = -6 | C = 1 | D = 0 | E = 9 | F = -14
CC1SC2(C(=O)Nc3ccccc32)N(c2ccc(Cl)cc2)C1=O (centres undefined)
  A = 11 | B = 24 | C = 60 | D = 10 | E = -12 | F = 22
CC(=O)Oc1c(OC(C)=O)c(-c2ccccc2)c2ccccc2c1-c1ccccc1
  A = 3 | B = -12 | C = 0 | D = 9 | E = -4 | F = 25
C1CCC2(CC1)CCCO2
  A = 19 | B = 10 | C = 24 | D = 6 | E = -1 | F = -6
CCN1/C(=C/C(C)=C/c2sc3ccccc3[n+]2CC)Sc2ccccc21
  A = 92* | B = 94* | C = 93* | D = 94* | E = 94* | F = 92*
